Bioassay records: PubChem, several laboratories
MEKK3 PB1 HTS: modulators (inhibitors or enhancers) of MEK5 binding to human MEKK3 PB1 domain; Q99759; bead-based flow cytometry, Alexa488-MEK5 binding to MEKK3; actives lie on both sides; 0 = blocked by unlabeled MEK5, 100 = vehicle; binding response (% of control), % at 10 µM; hit rate 1.4% among 290,000;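 active means binding response more than 3 SD above or below the average of its plate-row segment, actives on both sides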;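 further: Alexa488 bead fluorescence after subtracting the streptavidin-only scavenger bead signal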
CRFBP-R2 block: CRF-BP/CRF-R2 complex antagonism; HEK293 CRF-R2/CRF-BP, CRF-induced calcium fluorescence; inhibition, % at 11.8 µM; hit rate 0.59% among 350,000; AID 588475;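 active means inhibition of the ligand-induced calcium signal above about 50% at the single tested concentration, limit read from the data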
p-CIP stab down: lowers stability of the mouse p/CIP coactivator protein; decrease of EGFP signal, % at 10 µM; F442A p/CIP-EGFP cells, EGFP fluorescence, 16 h; hit rate 0.01% among 290,000; Q05BA5;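 active means EGFP signal decrease of at least 30% at 10 µM or well 3 SD below plate mean, unless failing retest; inactive means the rest, including hits failing retest or dose response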; further: some compounds called inactive have numbers as strong as hits; many of its hits are not listed in these tables
CRFR2-BP ag: CRF-BP/CRF-R2 complex agonism. HEK293 CRF-R2/CRF-BP, calcium dye fluorescence (FLIPR); percent of saturating CRF peptide response. activation, % at 13.2 µM. hit rate 0.46% among 350,000;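 active means activation of at least 50%, plus an integration ratio under a set limit after plate pattern correction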;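 further: plate controls were neutral control wells without compound for no effect and CRF at EC100 for full effect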
CHRM4 PAM: CHRM4 positive allosteric modulation. P08173. CHO-K1 hM4/Gqi5, Fluo-8 calcium fluorescence, ACh EC20; 0% = ACh EC20, 100% = maximal ACh. activation, % at 3 µM. hit rate 0.4% among 360,000;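 active means activation above its plate's cutoff, the mean activation of sample wells plus 3 SD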; further: some results filed as inactive read as strong as hits
Target sequence (P08173 whole entry, looked up): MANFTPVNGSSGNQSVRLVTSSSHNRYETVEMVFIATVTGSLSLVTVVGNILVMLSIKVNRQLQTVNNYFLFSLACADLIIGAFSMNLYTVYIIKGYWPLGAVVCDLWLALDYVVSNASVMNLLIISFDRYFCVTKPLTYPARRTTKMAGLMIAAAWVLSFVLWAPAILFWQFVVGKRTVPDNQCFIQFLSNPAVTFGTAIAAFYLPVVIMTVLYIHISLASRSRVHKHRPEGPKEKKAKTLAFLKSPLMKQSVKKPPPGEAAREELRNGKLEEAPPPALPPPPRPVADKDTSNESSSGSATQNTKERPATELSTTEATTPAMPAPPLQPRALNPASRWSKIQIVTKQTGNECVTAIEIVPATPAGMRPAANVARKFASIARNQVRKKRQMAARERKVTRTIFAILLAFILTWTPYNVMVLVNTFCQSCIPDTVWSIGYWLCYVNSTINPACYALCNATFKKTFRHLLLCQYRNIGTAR
IDE inh: inhibits human insulin-degrading enzyme in HEK cells. P14735. FAbetaB cleavage, fluorescence polarization. inhibition, % at 5.59 µM. hit rate 0.41% among 320,000;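 active means percent inhibition above the average of all tested compounds plus 3 SD, set per screening campaign, cut at about 16% in these data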;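 further: IDE supplied by intact live HEK cells; FP after avidin binding of uncleaved biotin substrate so inhibition keeps polarization high; 0% = DMSO wells and 100% = 60 µM reference IDE inhibitor Ii1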
PHOSPHO1 block: inhibitors of human PHOSPHO1 phosphatase. recombinant PHOSPHO1, absorbance phosphatase assay. inhibition, % at 13.3 µM. hit rate 1.1% among 290,000. AID 1565; in the data active means inhibition above about 60%
Target sequence (Q8TCT1 whole entry, looked up): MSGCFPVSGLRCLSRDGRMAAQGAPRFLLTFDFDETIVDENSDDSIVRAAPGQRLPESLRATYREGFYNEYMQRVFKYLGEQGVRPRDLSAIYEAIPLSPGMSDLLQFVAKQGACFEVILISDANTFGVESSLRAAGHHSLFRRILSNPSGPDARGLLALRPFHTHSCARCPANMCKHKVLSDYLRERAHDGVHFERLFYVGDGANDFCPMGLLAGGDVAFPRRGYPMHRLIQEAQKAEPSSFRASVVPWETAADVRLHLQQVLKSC
IDE cell activ: activators of human insulin-degrading enzyme in cells; P14735; HEK cells, FAbeta-B cleavage, fluorescence polarization; 0% vehicle, 100% cell-free pure enzyme wells; activation, % at 5.96 µM; hit rate 0.073% among 340,000; AID 493087;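 active means activation above the mean of all tested compounds plus 3 SD, set per screening campaign, cut at about 17% in these data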
GalR3 antagonist: antagonists of human GalR3; hit rate 0.44% among 360,000; inhibition, % at 3 µM; HEK293 GalR3-CNG cAMP membrane potential fluorescence; galR3 body fused to GalR1 C-terminus;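 active means inhibition above the screen-wide average plus 3 SD, cut at about 13% in these data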;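 further: forskolin and galanin both at EC90 stimulate the cells; cAMP rise reported by CNG channel membrane potential dye signal; 0% = forskolin plus galanin with DMSO and 100% = forskolin alone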
Target sequence (O60755 1-299 limits assumed): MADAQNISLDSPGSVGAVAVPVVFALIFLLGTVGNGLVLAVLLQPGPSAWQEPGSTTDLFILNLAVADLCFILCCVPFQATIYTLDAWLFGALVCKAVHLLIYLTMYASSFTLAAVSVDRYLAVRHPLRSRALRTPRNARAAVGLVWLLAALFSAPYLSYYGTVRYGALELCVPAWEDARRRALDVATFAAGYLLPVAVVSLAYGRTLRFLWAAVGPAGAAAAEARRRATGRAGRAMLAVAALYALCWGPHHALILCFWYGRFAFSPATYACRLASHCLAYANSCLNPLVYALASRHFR
* hit, by the source's call. Hits appear at their usual frequency; 4.2% or so of the library scored in one or more.

For Cc1noc(C)c1S(=O)(=O)N(CC(=O)N1CCCC1)c1ccc(C(C)C)cc1 the results were MEKK3 PB1 HTS 102, CRFBP-R2 block -22, p-CIP stab down -17, CRFR2-BP ag -1.0, CHRM4 PAM -3, IDE inh 4, PHOSPHO1 block -17, IDE cell activ -2 and GalR3 antagonist -5.
`CCC(C)NCCCOc1ccc(C)cc1OC` (stereo unspecified) gave MEKK3 PB1 HTS 106, CRFBP-R2 block -9, p-CIP stab down 3, CRFR2-BP ag 1.4, CHRM4 PAM -5, IDE inh 4, PHOSPHO1 block 30, IDE cell activ 3 and GalR3 antagonist -2.
`COc1ccc(OC)c2nc3c(cc12)CCC3` gave MEKK3 PB1 HTS 109, CRFBP-R2 block 2, p-CIP stab down 2, CRFR2-BP ag -0.6, CHRM4 PAM 1, IDE inh 1, PHOSPHO1 block 2, IDE cell activ -4 and GalR3 antagonist -8.
For CCCOc1ccc(N2C(=O)CC(N3CCN(S(=O)(=O)c4ccccc4)CC3)C2=O)cc1 (stereo unspecified) the results were MEKK3 PB1 HTS 101, CRFBP-R2 block 11, p-CIP stab down 4, CRFR2-BP ag 0.8, CHRM4 PAM 11, IDE inh 9, PHOSPHO1 block 19, IDE cell activ -1 and GalR3 antagonist 0.
For CCCc1ccccc1OCCNC(=O)c1cc(=O)n(C)c(=O)n1C the results were MEKK3 PB1 HTS 102, CRFBP-R2 block 1, p-CIP stab down -2, CRFR2-BP ag 0.4, CHRM4 PAM 1, IDE inh 5, PHOSPHO1 block 18, IDE cell activ 3 and GalR3 antagonist 16*.
For COc1ccc(-n2c(C)nnc2SCC(=O)N2CCOCC2)cc1 the results were MEKK3 PB1 HTS 111, CRFBP-R2 block 0, p-CIP stab down 8, CRFR2-BP ag -0.4, CHRM4 PAM 0, IDE inh 3, PHOSPHO1 block -70, IDE cell activ 2 and GalR3 antagonist -8.
`O[C@H]1C[C@H](c2ccccc2)N(Cc2cccs2)C[C@@H]1n1cc(-c2ccc(F)cc2)nn1` gave CRFBP-R2 block -25, CRFR2-BP ag 3.7, CHRM4 PAM 4 and GalR3 antagonist 4.
Screening COc1ccc(CCNC(=O)c2ccc(Br)cc2)cc1 returned MEKK3 PB1 HTS 97, CRFBP-R2 block -15, p-CIP stab down 4, CRFR2-BP ag -1.3, CHRM4 PAM -4, PHOSPHO1 block 20, IDE cell activ -1 and GalR3 antagonist -8.
For COc1ccccc1NS(=O)(=O)CC12CCC(CC1=O)C2(C)C (stereo unspecified) the results were MEKK3 PB1 HTS 107, CRFBP-R2 block -31, p-CIP stab down 0, CRFR2-BP ag 0.4, CHRM4 PAM 9, IDE inh 0, PHOSPHO1 block -5, IDE cell activ 0 and GalR3 antagonist -9.
CC(C)(C)c1ccc(OCC(=O)O/N=C(\N)c2ccncc2)cc1 was read as MEKK3 PB1 HTS 109, CRFBP-R2 block -9, p-CIP stab down -3, CRFR2-BP ag -0.9, CHRM4 PAM -2, IDE inh 0, PHOSPHO1 block 50, IDE cell activ 0 and GalR3 antagonist -2.
COc1ccc(N(CC(=O)Nc2ccccc2C(F)(F)F)C2=NC3CS(=O)(=O)CC3S2)cc1 (stereo unspecified) was read as MEKK3 PB1 HTS 99, CRFBP-R2 block -33, p-CIP stab down -4, CRFR2-BP ag 1.9, CHRM4 PAM 4, IDE inh 4, PHOSPHO1 block 18 and IDE cell activ -4.
Cc1cc(C)n(-c2nc3c(c(=O)n(C)c(=O)n3C)n2Cc2cccc(Br)c2)n1 was read as CRFBP-R2 block 2, CRFR2-BP ag -0.8, CHRM4 PAM -9, IDE cell activ -1 and GalR3 antagonist -4.
OCC1CCCN(c2ncnc3scc(-c4ccccc4)c23)C1 (stereo unspecified) was read as MEKK3 PB1 HTS 99, CRFBP-R2 block -3, p-CIP stab down 21, CRFR2-BP ag -0.2, CHRM4 PAM -4, IDE inh 6, PHOSPHO1 block 6, IDE cell activ -1 and GalR3 antagonist -5.
`O=C(O)C1CCCN1S(=O)(=O)c1ccccc1` (stereo unspecified) gave MEKK3 PB1 HTS 103, CRFBP-R2 block 0, p-CIP stab down -4, CRFR2-BP ag 0.3, CHRM4 PAM 39*, IDE inh -5, PHOSPHO1 block 0, IDE cell activ -2 and GalR3 antagonist 1.
Screening Clc1ccccc1N=C1NN=C(c2cccs2)CS1 returned MEKK3 PB1 HTS 98, CRFBP-R2 block -4, p-CIP stab down 10, CRFR2-BP ag 0.3, CHRM4 PAM -2, IDE inh 5, PHOSPHO1 block -33, IDE cell activ -2 and GalR3 antagonist -1.
For CC(C)(C)NC(=O)/C(=C/c1ccco1)c1ccccc1 the results were MEKK3 PB1 HTS 102, CRFBP-R2 block 12, p-CIP stab down -4, CRFR2-BP ag -0.7, CHRM4 PAM 5, IDE inh 0, PHOSPHO1 block 54, IDE cell activ 0 and GalR3 antagonist 1.
`CC1CCN(S(=O)(=O)c2cccc(S(=O)(=O)N3CCCC3)c2)CC1` gave MEKK3 PB1 HTS 101, CRFBP-R2 block -24, p-CIP stab down -5, CRFR2-BP ag 0.8, CHRM4 PAM -4, IDE inh -3, PHOSPHO1 block 42, IDE cell activ 3 and GalR3 antagonist -2.
Screening NS(=O)(=O)c1ccc(F)c(C(=O)O)c1 returned MEKK3 PB1 HTS 78, CRFBP-R2 block 23, p-CIP stab down -2, CRFR2-BP ag -4.8, CHRM4 PAM 4, IDE inh -5, PHOSPHO1 block 24, IDE cell activ -1 and GalR3 antagonist 1.
`CCOC(=O)C1=C(SCC(=O)Nc2ccccc2)NC(=O)C(C#N)C12CCCCC2` (stereo unspecified) gave MEKK3 PB1 HTS 107, CRFBP-R2 block -3, p-CIP stab down -20, CRFR2-BP ag 3.6, CHRM4 PAM -7, IDE inh -1, PHOSPHO1 block -8, IDE cell activ -2 and GalR3 antagonist -2.
CCC(c1nnnn1Cc1ccc(OC)cc1)N(CCCO)Cc1cc2cc3c(cc2[nH]c1=O)OCO3 (stereo unspecified) was read as MEKK3 PB1 HTS 99, CRFBP-R2 block -1, p-CIP stab down -11, CRFR2-BP ag 19, CHRM4 PAM 5, IDE inh 2, PHOSPHO1 block 3, IDE cell activ 9 and GalR3 antagonist -5.
`CC(C)OP(=O)(c1ccc(N(C)C)cc1)C(O)c1ccncc1` (stereo unspecified) gave MEKK3 PB1 HTS 94, CRFBP-R2 block -14, p-CIP stab down 0, CRFR2-BP ag 1.8, CHRM4 PAM 1, IDE inh 0, PHOSPHO1 block 6, IDE cell activ 2 and GalR3 antagonist -7.
O=c1oc2ccccc2c(O)c1/C=C1\C=Nc2ccccc21 was read as MEKK3 PB1 HTS 99, CRFBP-R2 block 15, p-CIP stab down -4, CRFR2-BP ag -0.9, CHRM4 PAM 7, IDE inh 1, PHOSPHO1 block 12, IDE cell activ 2 and GalR3 antagonist -2.
COc1ccc(OC)c(N(CC(=O)N2CCCC2)S(C)(=O)=O)c1 was read as MEKK3 PB1 HTS 105, CRFBP-R2 block 1, p-CIP stab down -13, CRFR2-BP ag 1.3, CHRM4 PAM -3, IDE inh 3, PHOSPHO1 block 52, IDE cell activ 2 and GalR3 antagonist -3.
CCCc1cc(=O)oc2cc(C)cc(O)c12 was read as MEKK3 PB1 HTS 105, CRFBP-R2 block 20, p-CIP stab down 7, CRFR2-BP ag 10, CHRM4 PAM -7, IDE inh 4, PHOSPHO1 block -1, IDE cell activ 1 and GalR3 antagonist -9.
CC(CN1CCCCC1)OC(=O)Cc1ccc(Cl)cc1 (stereo unspecified) was read as MEKK3 PB1 HTS 106, CRFBP-R2 block -1, p-CIP stab down 5, CRFR2-BP ag -0.4, CHRM4 PAM 8, IDE inh 1, PHOSPHO1 block -4, IDE cell activ 2 and GalR3 antagonist -3.
COc1ccc(CCC(C)NC2C3CC4CC(C3)CC2C4)cc1 (stereo unspecified) was read as CRFBP-R2 block -26, p-CIP stab down -1, CRFR2-BP ag 9.2, CHRM4 PAM -34, PHOSPHO1 block 57, IDE cell activ 4 and GalR3 antagonist -4.
For O=C(COC(=O)c1ccccc1OCc1ccccc1Cl)NC1CCS(=O)(=O)C1 (stereo unspecified) the results were CRFBP-R2 block -3, CRFR2-BP ag 0.4, CHRM4 PAM -3, IDE inh -1, IDE cell activ 2 and GalR3 antagonist -3.
For CCc1ccccc1NC(=O)Cn1nc(C(F)(F)F)c2c1CCC2 the results were MEKK3 PB1 HTS 100, CRFBP-R2 block -4, p-CIP stab down -4, CRFR2-BP ag 0.5, CHRM4 PAM -1, IDE inh 7, PHOSPHO1 block -14, IDE cell activ 3 and GalR3 antagonist -1.
O=S1(=O)CC/C(=N/Nc2ccc(C(F)(F)F)cn2)c2cc(F)ccc21 was read as MEKK3 PB1 HTS 108, CRFBP-R2 block -8, p-CIP stab down 6, CRFR2-BP ag 2.5, CHRM4 PAM -3, IDE inh 9, PHOSPHO1 block -8, IDE cell activ 3 and GalR3 antagonist -7.
Screening CCOCCCNC(=O)C(c1ccc(Cl)cc1)N1CCC2(CC1)OCCO2 (stereo unspecified) returned MEKK3 PB1 HTS 113, CRFBP-R2 block -4, p-CIP stab down -14, CRFR2-BP ag 1.0, CHRM4 PAM 9, IDE inh 3, PHOSPHO1 block 11, IDE cell activ 0 and GalR3 antagonist 0.
For COc1ccc(C(=O)/C=C2/c3ccccc3CC(C)(C)N2C)cc1 the results were MEKK3 PB1 HTS 97, CRFBP-R2 block 18, p-CIP stab down 13, CRFR2-BP ag -2.0, CHRM4 PAM 1, IDE inh -1, PHOSPHO1 block 52, IDE cell activ 6 and GalR3 antagonist -8.
`Cc1ccc(-c2cc(C(=O)N/N=C/c3ccc(Cl)cc3)n[nH]2)o1` gave MEKK3 PB1 HTS 103, CRFBP-R2 block -28, p-CIP stab down -33, CRFR2-BP ag -2.1, CHRM4 PAM 1, IDE inh 10, PHOSPHO1 block 17, IDE cell activ 0 and GalR3 antagonist -3.
Screening Cc1ccc(S(=O)(=O)NCCC(=O)Nc2ccc(Cl)c(Cl)c2)cc1 returned MEKK3 PB1 HTS 100, CRFBP-R2 block -45, p-CIP stab down -12, CRFR2-BP ag 1.0, CHRM4 PAM -6, IDE inh -5, PHOSPHO1 block -13, IDE cell activ 5 and GalR3 antagonist -5.
CC(C)Oc1ccc(C2CC(=O)N(c3ccc(C(=O)O)cc3)C2=O)cc1 (stereo unspecified) was read as MEKK3 PB1 HTS 97, CRFBP-R2 block 1, p-CIP stab down 8, CRFR2-BP ag -1.1, CHRM4 PAM -2, IDE inh -5, PHOSPHO1 block 8, IDE cell activ 2 and GalR3 antagonist -3.
For Oc1ccc(N=C/C=C/c2ccc(Br)cc2)cc1-c1nc2ccccc2s1 the results were MEKK3 PB1 HTS 104, p-CIP stab down -3, IDE inh 0 and PHOSPHO1 block -12.
For Cn1c(=O)c2[nH]c(CCCCCCCc3nc4ccccc4[nH]3)nc2n(C)c1=O the results were CRFBP-R2 block 9, CRFR2-BP ag -2.1, CHRM4 PAM -4, IDE cell activ 5 and GalR3 antagonist -7.
